# PI4K2A inh – inhibitors of human PI4K2A; purified PI4K2A, ADP-Glo luminescence, 1 h; active compounds read low; AID 1346378; activity change, negative = inhibition, % at 76.9 µM; 420,000 tested, 0.13% active; Q9BTU6; in the data active = activity change below about -50%; inconclusive = mostly about -30% to -49%;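 also: -100% = wells without enzyme as full effect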
# Target sequence (Q9BTU6 whole entry, looked up): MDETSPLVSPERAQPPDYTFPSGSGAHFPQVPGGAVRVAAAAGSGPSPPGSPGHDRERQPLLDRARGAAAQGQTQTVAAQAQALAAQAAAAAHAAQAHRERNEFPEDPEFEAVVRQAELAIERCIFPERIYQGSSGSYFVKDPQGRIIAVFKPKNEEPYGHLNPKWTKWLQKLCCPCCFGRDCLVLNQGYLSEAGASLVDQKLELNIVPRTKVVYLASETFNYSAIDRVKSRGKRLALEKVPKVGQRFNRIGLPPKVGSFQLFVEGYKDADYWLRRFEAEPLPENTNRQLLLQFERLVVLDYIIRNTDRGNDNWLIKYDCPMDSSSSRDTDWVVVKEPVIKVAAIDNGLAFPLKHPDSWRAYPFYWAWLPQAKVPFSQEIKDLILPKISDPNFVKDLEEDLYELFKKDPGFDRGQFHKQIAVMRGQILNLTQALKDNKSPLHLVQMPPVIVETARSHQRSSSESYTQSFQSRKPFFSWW
#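 ADP-Glo luminescence measured ADP generated by PI4K2A enzyme (4 ug/mL before mixing) with 1.2 mM PI substrate (pre-mix) and 300 microM ATP (pre-mix). Tris pH7.5 buffer with MgCl2, Triton X-100; 1 h reaction at ambient temperature.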
# GLS inh – blocks human kidney-isoform glutaminase activity; O94925; GLS enzymatic activity, qHTS titration; Potency, µM (doses to about 45.5 µM), for inactives: top-dose activity change, negative = inhibition, hits mostly inhibitors; 410,000 tested, 0.21% active; active = well fitted inhibition curve with a large enough effect; inconclusive = small, poorly fitted or top-dose-only effect, or another doubt; inactive = no such curve, though single readings can be large or run the other way; also: potency is read from the fitted curve at half-maximal effect
# Target sequence (O94925 whole entry, looked up, canonical isoform): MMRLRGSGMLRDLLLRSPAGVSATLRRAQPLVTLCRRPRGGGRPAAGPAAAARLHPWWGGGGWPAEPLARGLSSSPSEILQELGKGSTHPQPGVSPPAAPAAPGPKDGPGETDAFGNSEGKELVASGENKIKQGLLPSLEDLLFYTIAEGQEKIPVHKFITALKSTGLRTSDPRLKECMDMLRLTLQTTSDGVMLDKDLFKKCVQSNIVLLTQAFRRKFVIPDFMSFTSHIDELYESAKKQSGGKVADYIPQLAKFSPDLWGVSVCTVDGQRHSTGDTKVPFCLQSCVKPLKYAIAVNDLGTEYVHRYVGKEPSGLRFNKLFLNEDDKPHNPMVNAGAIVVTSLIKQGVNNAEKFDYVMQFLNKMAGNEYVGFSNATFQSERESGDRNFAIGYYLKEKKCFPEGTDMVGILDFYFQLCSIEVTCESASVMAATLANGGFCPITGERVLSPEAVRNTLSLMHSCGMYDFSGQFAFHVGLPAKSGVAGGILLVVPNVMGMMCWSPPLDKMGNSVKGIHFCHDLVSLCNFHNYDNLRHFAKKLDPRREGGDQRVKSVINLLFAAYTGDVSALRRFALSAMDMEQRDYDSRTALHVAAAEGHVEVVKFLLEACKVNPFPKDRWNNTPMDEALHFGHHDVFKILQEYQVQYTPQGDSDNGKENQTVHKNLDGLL
#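 hKGA in 45 mM KH2PO4 (pH 8.2), 0.02% Tween-20 with compound, then 1mM L-Glutamine (stock as added) plus glutamate oxidase/HRP/Amplex red coupling mix. Fluorescence read initially and after 30 min at RT; signal change reflects glutamate formation.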
# * = called active by the depositor; u = inconclusive; & = joins results of further samples; [ ] = dose if it differs, or a comment. Unless noted, % is scaled to controls: 0 for no effect and ±100 for the full control effect.
PI4K2A inh | GLS inh | molecule
-13 | -12% | CC1=C(C(=O)N(C)C)CC(CC(=O)NCc2cccs2)C(=O)N1Cc1ccc(F)cc1 (stereo not drawn)
1 | 5% | CCCNC(=O)C1(C)CCN(Cc2ccc(C(=O)OCC)cc2)C1 (stereo not drawn)
0 | 16% | CC(O)(c1ccccc1)c1nc(-c2cccc(C(F)(F)F)c2)cs1 (stereo not drawn)
3 | 2% | Cc1cc(OCCCN2CCC(C(O)(c3ccccc3)c3ccccc3)CC2)ccc1Br
0 | 5% | CN(Cc1ccccc1)C(=O)[C@@H]1CCCN1C(=O)[C@@H]1CCCN1C(=O)c1c(F)cccc1F
1 | 8% | COC(=O)C1CCN(C2CN(Cc3ccc(F)cc3)S(=O)(=O)C2)CC1 (stereo not drawn)
-3 | 7% | CC1(C(=O)NS(=O)(=O)c2ccc3c(c2)CCO3)CCN1C(=O)CCC1CCCC1 (stereo not drawn)
-1 | u | CCc1nc2ccc(C(=O)N(C)C(C)C)cn2c1N(CCC(C)C)CCN(C)C
-4 | 15% | CC1(C(=O)NS(=O)(=O)c2ccc3ccccc3c2)CCN1C(=O)CC1CCCCC1 (stereo not drawn)
-4 | 1% | COc1ccc(CN2CCC2(C)C(=O)Nc2cccc(NS(C)(=O)=O)c2)c2ccccc12 (stereo not drawn)
5 | -18% | COC(=O)[C@@]1(Cc2ccc(F)cc2)[C@H]2c3cc(C(=O)N4CCCC4)n(CC4CC4)c3C[C@H]2CN1C(=O)c1ccccc1
-3 | 1% | COc1ccc(-c2cnc3c(NC=O)cc(-c4ccc(S(C)(=O)=O)cc4)cn23)cc1OC
0 | 7% | COc1ccc(CN(C)C(=O)/C=C/[C@H]2O[C@@H](n3cc(C)c(=O)[nH]c3=O)C[C@@H]2O)cc1OC
-6 | 3% | CC1(C(=O)NS(=O)(=O)c2ccc(F)cc2F)CCN1C(=O)c1cccc(F)c1 (stereo not drawn)
0 | -1% | CC(=O)Nc1cccc(-c2cc3nc(NCc4cccnc4)n(C)c(=O)c3s2)c1
2 | 3% | CC1(C(=O)Nc2ccccc2Cc2ccccc2)CCN1Cc1ccccc1Cl (stereo not drawn)
-2 | 6% | CCOC(=O)[C@]12CCCC=C1N(Cc1ccco1)C(=O)[C@H](CC(=O)N1CCN(C(=O)C3CC3)CC1)C2
0 | -4% | CC1(C(=O)NS(=O)(=O)c2ccc(C#N)cc2)CCN1C(=O)C1(c2ccccc2)CC1 (stereo not drawn)
-5 | 12% | COCCNC(=O)C1CCCN(Cc2ccc(-c3ccccc3)cc2)CC1 (stereo not drawn)
-1 | -6% | CCCCNC(=O)C1(C)CCN1C(=O)c1ccc2ccccc2n1 (stereo not drawn)
0 | 6% | NC(CCc1ccccc1)c1csc(NC(=O)Nc2ccccc2Oc2ccccc2)n1 (stereo not drawn)
0 | 4% | Nc1[nH]c(C(=O)c2ccccc2)c(-c2ccccc2Br)c1C(=O)NCc1ccc(-c2ccccc2)cc1
0 | 2% | CC1(C(=O)NS(=O)(=O)c2ccc(F)cc2F)CCN1C(=O)C/C=C/c1ccccc1 (stereo not drawn)
-3 | 1% | CCOC(=O)C1CCCN(C(=O)c2oc3ccccc3c2C)CC1 (stereo not drawn)

# Compound profiles (already shown). Screens in order: PI4K2A inh, GLS inh
# Profile of Nc1[nH]c(C(=O)c2ccccc2)c(-c2ccccc2Br)c1C(=O)NCc1ccc(-c2ccccc2)cc1 : 0, 4%
# Profile of CCOC(=O)C1CCCN(C(=O)c2oc3ccccc3c2C)CC1 (stereo not drawn) : -3, 1%

# Later entries.
PI4K2A inh | GLS inh | molecule
1 | 10% | CC(=O)Nc1cccc(-c2csc(C(C)(NC(C)=O)c3ccccc3)n2)c1 (stereo not drawn)
-3 | 9% | COc1ccccc1Cc1c(-c2ccc(C)cc2)nc2c(C)cc(Br)cn12
-2 | 0% | C[C@@H]1CC2=C(C(=O)OC(C)(C)O2)[C@@H](C2CC2)O1
3 | -9% | CN1C=Nc2c(ncn2C2CCC(CO)O2)C1O (stereo not drawn)
-5 | 0% | Cn1nc(C2CC2)cc1NC(=O)C1(C)CCN1C(=O)Cc1ccc(-c2ccccc2)cc1 (stereo not drawn)
-1 | 14% | CCc1nc2ccc(C(=O)NCCC(C)C)cn2c1N(C)Cc1nccs1
-1 | 6% | COc1cccc(C(O)c2nc(-c3cc(F)cc(F)c3)cs2)c1 (stereo not drawn)
-8 | 5% | COc1ccc(Cl)cc1Cn1c(C)c(C(=O)N(C)Cc2ccc(F)cc2)sc1=O
-3 | 12% | Fc1cccc(Cc2c(-c3ccccc3)nc3ccc(Br)cn23)c1
3 | 5% | CC(C)CCNC(=O)[C@@H](Cc1ccccc1)NC(=O)CC[C@H]1O[C@@H](n2ccc(=O)[nH]c2=O)[C@H](O)[C@@H]1O
-3 | -2% | CCNC(=O)C1CCCN(C(=O)c2ccc(-c3ccccc3)cc2)CC1 (stereo not drawn)
2 | -6% | CCCCNC(=O)C[C@@H]1C[C@@]2(C(=O)OCC)CCCC=C2N(Cc2ccco2)C1=O

# Random excerpt: 6 records from the list.
PI4K2A inh | GLS inh | molecule
1 | 10% | CC(=O)Nc1cccc(-c2csc(C(C)(NC(C)=O)c3ccccc3)n2)c1 (stereo not drawn)
-2 | 0% | C[C@@H]1CC2=C(C(=O)OC(C)(C)O2)[C@@H](C2CC2)O1
-3 | 12% | Fc1cccc(Cc2c(-c3ccccc3)nc3ccc(Br)cn23)c1
-8 | 5% | COc1ccc(Cl)cc1Cn1c(C)c(C(=O)N(C)Cc2ccc(F)cc2)sc1=O
2 | -6% | CCCCNC(=O)C[C@@H]1C[C@@]2(C(=O)OCC)CCCC=C2N(Cc2ccco2)C1=O
-1 | 14% | CCc1nc2ccc(C(=O)NCCC(C)C)cn2c1N(C)Cc1nccs1

# The listing continues:
PI4K2A inh | GLS inh | molecule
-1 | 7% | CCCCN(C)c1c(C)nc2ccc(C(=O)N(C)CCN(C)C)cn12
1 | -12% | COc1ccc(S(=O)(=O)NC(=O)C2(C)CCN2C(=O)Cc2ccc(C(C)(C)C)cc2)cc1 (stereo not drawn)
1 | -1% | O=C(NCc1cccs1)c1cccc2c(-c3ccc(F)c(F)c3)coc12
-6 | 0% | CN(C)c1ccc(-c2csc(C(O)c3ccc(F)cc3)n2)cc1 (stereo not drawn)
-1 | 7% | CCCCOc1ccc(S(=O)(=O)NC(=O)C2(C)CCN2C(=O)c2cccc(F)c2)cc1 (stereo not drawn)
-1 | -7% | O=C(COc1ccccc1CNC[C@H]1O[C@@H](n2ccc(=O)[nH]c2=O)[C@H](O)[C@@H]1O)N1CCCCC1
1 | 18% | CCc1nc2ccc(C(=O)Nc3ccc4c(c3)OCC(=O)N4)cn2c1N(C)Cc1nccn1C
0 | -2% | CC1(C(=O)NS(=O)(=O)c2ccc(F)cc2F)CCN1C(=O)CC(c1ccccc1)c1ccccc1 (stereo not drawn)
1 | -3% | COc1ccc(-c2nc3c(C)cc(Br)cn3c2Cc2ccc(C)cc2)cc1OC
2 | 9% | COc1ncc(-c2ccc(N3C(c4ccc([N+](=O)[O-])cc4)=Cc4ccccc4C3CC(C)=O)cc2)cn1 (stereo not drawn)
3 | -1% | CC(=O)N1CCCC(C)(C(=O)Nc2ccc3nc(C)ccc3c2)C1 (stereo not drawn)
1 | 16% | C=CCN(CC=C)Cc1cc(=O)oc2cc(C)cc(C)c12
6 | -6% | CC1(C(=O)Nc2ccccc2Br)CCN1C(=O)Cc1ccc(Cl)cc1Cl (stereo not drawn)
6 | -9% | COc1ccc(C(C)(NC(C)=O)c2nc(-c3ccccc3OC)cs2)cc1 (stereo not drawn)
5 | 1% | COc1ccc(NC(=O)C2Cc3c(-c4cccc(C(N)=O)c4)ccnc3O2)cc1 (stereo not drawn)
-2 | -9% | COc1cccc(CNC(=O)[C@@H]2CCCN2C(=O)[C@@H]2CCCN2C(=O)c2cccc(Cl)c2)c1
-3 | 0% | CC(C)NC(=O)c1cc(-c2ccc(F)cc2OC(C)C)n[nH]1
-3 | -4% | CC(C)C[C@H](NC(=O)[C@H](CCc1ccccc1)NC(=O)CN1CCOCC1)C(=O)N[C@@H](Cc1ccccc1)C(=O)N[C@@H](CC(C)C)C(=O)[C@@]1(C)CO1
-5 | 3% | COCCNC(=O)C1(C)CCCN(Cc2ccc(OCc3ccccc3)cc2)C1 (stereo not drawn)
-6 | 2% | COc1cccc(Nc2nc(CN)cs2)n1
-2 | 8% | CC1(C(=O)NS(=O)(=O)c2ccc(Br)cc2)CCN1C(=O)C1CCCCC1 (stereo not drawn)
-4 | 36%[activator] | CC(=O)Nc1cncc(-c2cccc(N(C)C)c2)n1
3 | -6% | CCOc1ccc(-c2noc([C@@H]3O[C@H](CO)[C@@H](O)[C@H]3O)n2)cc1
0 | 8% | Cc1ccc(S(=O)(=O)N2C[C@H]3[C@H]4C(=O)N(Cc5ccccc5)C(=O)[C@H]4CC(=O)[C@H]3[C@@H]2c2ccccc2F)cc1
7 | -10% | Clc1cccc(CNc2ccn3nc(-c4cccc(OCc5ccccc5)c4)cc3n2)c1
1 | 10% | CC(C)C[C@H]1CNC(=O)C(=O)N1C[C@@H]1CCCN1C[C@H](Cc1ccccc1)N1C[C@H](Cc2ccccc2)N(CC2CCCCC2)C(=O)C1=O
1 | -8% | O=C1NC[C@@H](CCCCN2C[C@H](Cc3ccccc3)N(CCc3ccc(O)cc3)C(=O)C2=O)N(Cc2ccccc2)C1=O
0 | -3% | COC(=O)c1ccc(N2C(c3cccc(OC)c3)=Cc3ccc(F)cc3C2c2c(C)[nH]c3ccccc23)cc1 (stereo not drawn)
0 | 13% | CC1(Oc2cccc(F)c2)CCN(Cc2ccc3ccccc3c2)C1 (stereo not drawn)
-2 | -1% | CCc1nc2ccc(C(=O)Nc3cc(-c4ccccc4)ccc3OC)cn2c1N(CC)Cc1cccc(Br)c1
4 | 3% | C[C@@H]1CC2=C(C(=O)OC(C)(C)O2)[C@H](c2ccc(F)cc2)O1
1 | -17% | CCCc1c(-c2ccccc2)ncn1Cc1ccccc1OC
-5 | -4% | COC(=O)c1ccc2nc(-c3cccc(Br)c3)c(Cc3ccccc3OC)n2c1
2 | -4% | C=Cn1cc(CNC[C@H]2O[C@@H](n3cnc4c(=O)[nH]c(N)nc43)[C@H](O)[C@@H]2O)c(C)n1
3 | -9% | CN1CCN(C(=O)c2cc3c(c(-c4cccc(-c5cc6ccccc6o5)c4)n2)[C@@H](CCO)N(S(=O)C(C)(C)C)C3)CC1 (stereo partly drawn)
-6 | 11% | COc1ccc(-c2nc3c(Cl)cc(C(F)(F)F)cn3c2Cc2cccc(F)c2)cc1OC
2 | -9% | CCOC(=O)c1sc2nc(OCCN3CCOCC3)cc(C)c2c1N
2 | -3% | NC(c1csc(Nc2ncccn2)n1)c1ccccc1Cl (stereo not drawn)
1&-11 | -16% | CC(=O)Oc1cc2c(s1)CCN(C(C(=O)C1CC1)c1ccccc1F)C2 (stereo not drawn)
2 | 2% | O=C1c2cccc(-c3ccc(C(F)(F)F)cc3)c2C2CC=CCN12 (stereo not drawn)
-4 | 6% | COc1cc2oc(=O)cc(CN(Cc3ccccc3)Cc3ccccc3)c2cc1Cl
2 | 0% | CCc1nc2c(OCC(=O)C(C)(C)C)cccn2c1N(C)C(=O)C1CC1
7 | -14% | COCCC(=O)N1CCOCC1c1cc(C(=O)NCc2ccccc2)no1 (stereo not drawn)
2 | -5% | Nc1nc2c(ncn2[C@@H]2O[C@H](CNC(=O)[C@H](N)Cc3cncn3COCc3ccccc3)[C@@H](O)[C@H]2O)c(=O)[nH]1
6 | -3% | CCCCCCCCN1C(=O)[C@H](CC(=O)NCc2ccccc2)C[C@@]2(C(=O)OCC)CCCC=C12
-6 | 22% | COc1ccc(S(=O)(=O)NC(=O)C2(C)CCN2C(=O)CCc2ccc(Cl)cc2Cl)cc1 (stereo not drawn)
-6 | 8% | COCCNC(=O)c1cccc2c(-c3cnn(C)c3)coc12
-2 | 0% | COc1cc(OC)cc(-c2c(Sc3ccccc3)c3cc(-c4ccc5c(c4)OCCO5)ccc3n2C)c1
-8 | 15% | O=c1[nH][nH]c2c1[C@H](C1CCCC1)O[C@H](CCc1ccccc1)C2
-6 | 2% | Cc1ccc2nc(-c3ccc(Cl)cc3)c(CC3CCCCC3)n2c1
-3 | -1% | OC(c1ccc(F)c(F)c1)c1ncc(-c2cccc(F)c2)[nH]1 (stereo not drawn)
-5 | u | COc1ccc(CNC(=O)c2cccc3c(-c4cccnc4)coc23)cc1OC
0 | 0% | COC(=O)[C@]1(Sc2ccc(C)cc2)CC(=O)N[C@@H]1c1ccccc1
-4 | 4% | COc1ccc(F)cc1-c1cc(C(=O)NCc2ccccc2)[nH]n1
-4 | 13% | COc1ccc(-c2sc3cc(OC)ccc3c2-c2ccc(OCCN3CCCCC3)cc2)cc1
-1 | 7% | COc1cc(OC)cc(C2=Cc3ccccc3C(CC(=O)c3ccco3)N2c2ccc(-c3cnc(OC)nc3)cc2)c1 (stereo not drawn)
1 | 13% | CCNC(=O)C1(C)CCN(Cc2ccc(OC(F)(F)F)cc2)C1 (stereo not drawn)
0 | 5% | N#Cc1ccc(C(=O)N2CCCCC2c2cc(C(=O)Nc3ccc4c(c3)OCO4)no2)cc1 (stereo not drawn)
-2 | 2% | CC(O)(c1cccc(F)c1)c1nc(-c2ccccc2)cs1 (stereo not drawn)
-7 | 5% | CC1=C(C(=O)N(C)C)CC(CC(=O)NCCCN(C)C)C(=O)N1CCCN1CCCC1=O (stereo not drawn)
-5 | 9% | CC(C)CC1OC(C)Cc2[nH][nH]c(=O)c21 (stereo not drawn)
8 | -4% | Cc1ccc(Cc2c(-c3cccc(Cl)c3)nc3c(C)cc(Br)cn23)cc1

# Assay outcomes from PubChem BioAssay.

# The list is partial. The share of hits here may be higher or lower than overall.
